# From PubChem BioAssay
# hcGAS lum – inhibitors of human cGAS; recombinant h-cGAS, ATP depletion, Kinase-Glo luminescence; Q8N884; 290,000 compounds, 0.081% hits; inhibition, % at 12.5 µM;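 further: 0% = vehicle reaction and 100% = reaction without DNA for no activity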
# Target sequence (Q8N884 whole entry, looked up): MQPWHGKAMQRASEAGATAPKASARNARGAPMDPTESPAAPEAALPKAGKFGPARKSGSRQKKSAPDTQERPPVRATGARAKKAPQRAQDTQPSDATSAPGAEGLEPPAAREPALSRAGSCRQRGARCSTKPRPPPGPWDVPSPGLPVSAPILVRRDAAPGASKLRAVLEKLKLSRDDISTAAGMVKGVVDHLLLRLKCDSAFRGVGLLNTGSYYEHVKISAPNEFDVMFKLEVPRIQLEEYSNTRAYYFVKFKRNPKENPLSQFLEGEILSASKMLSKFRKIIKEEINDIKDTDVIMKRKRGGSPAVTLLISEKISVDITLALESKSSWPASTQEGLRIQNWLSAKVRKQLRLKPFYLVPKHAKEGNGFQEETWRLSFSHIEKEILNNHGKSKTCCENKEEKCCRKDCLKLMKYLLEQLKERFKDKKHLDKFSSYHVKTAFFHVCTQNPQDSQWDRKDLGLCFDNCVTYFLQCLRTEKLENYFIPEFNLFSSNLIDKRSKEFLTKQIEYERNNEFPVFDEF
# NPYLR7 agonist – activates Aedes aegypti NPYLR7 receptor. HEK293T NPYLR7/Galpha15, GCaMP6s calcium fluorescence. activation, % at 10 µM. 270,000 compounds, 0.15% hits; in the data active means activation above about 40%;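 further: 0% = vehicle and 100% = reference agonist at the receptor; some compounds past the cut are filed as inactive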
# mcGAS lum – blocks mouse cGAS activity; 160,000 compounds, 0.15% hits; inhibition, % at 12.5 µM; recombinant cGAS, Kinase-Glo ATP depletion luminescence;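 further: 0% = negative control wells and 100% = reference inhibitor with no enzyme activity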
# An asterisk follows results filed as active; nt = no result given; & = joins results of further samples. Unless noted, no stated cut-off is given here; in the data, active means inhibition above about 40%; inactive means the rest.
# Order of values – mcGAS lum, NPYLR7 agonist, hcGAS lum
> C=C(C)Cn1c(C2CC(=O)N(CCc3ccccc3)C2)nc2ccccc21 (configuration not stated)
    nt, -4, -6
> O=C(NCc1nnnn1C1CCCCC1)c1c(F)cccc1Cl
    -8, 6, -8
> CCOc1ccc(-c2nc(CN(C)Cc3nonc3C)c(C)o2)cc1
    -4, 5&-9, -3&-4
> O=C(Cc1cccs1)NCCn1ncc2c(N3CCN(c4ncccn4)CC3)ncnc21
    -11, 0, -13
> COc1ccccc1CN(Cc1ccc2c(c1)OCO2)Cc1nc(C(=O)Nc2ccc(F)cc2)co1
    -5, 17, -8
> CCCCCC(=O)N(CCc1ccccc1)CC(=O)Nc1cc(C(C)(C)C)nn1-c1ccccc1Cl
    -7, 13, -8
> COc1ccc(-c2cccc(-n3cncc3C(=O)NCc3c(F)cccc3F)c2)cc1OC
    -8, 1, -8
> CCCC(C)c1nc(N2CCCN(C(=O)C(C)Cl)CC2)c2cnn(-c3ccccc3)c2n1 (configuration not stated)
    -9, nt, -12
> O=C(C1CC1)N1C[C@H]2CN(S(=O)(=O)c3cccs3)C[C@@]2(C(=O)O)C1
    nt, 2, -6
> CCCN(CC1CC1)C(=O)Cn1cnc2scc(-c3ccc(C)s3)c2c1=O
    nt, 7, 2
> CC(C)Cn1c(-c2ccco2)n[nH]c1=S
    nt, -1, -6
> CCC(C)c1ccc(S(=O)(=O)NCc2nccc3ccccc23)cc1 (configuration not stated)
    nt, 4, -12
> CC1CCCC(OCC(=O)Nc2cc(-n3cnnn3)ccc2F)C1 (configuration not stated)
    nt, 5, -11
> O=S(=O)(NC1CCN(CC(O)c2ccc3c(c2)OCO3)CC1)c1cccs1 (configuration not stated)
    nt, -6, -6
> O=C(c1ccc(Cl)cc1Cl)N1CCCC(OCc2cc(F)ccc2F)C1 (configuration not stated)
    nt, -3, 2
> COc1ccc(-c2cc(C(=O)NCCc3ccc(OC)c(OC)c3)n(-c3ccc([N+](=O)[O-])cc3)n2)c(OC)c1
    -4, 12, -8
> COc1cccc(CC2CN(CCCn3nnnc3C)CCO2)c1 (configuration not stated)
    -12, 4, -6
> COc1ccc(-c2noc(C3CCN(C(=O)c4c(-c5c(Cl)cccc5Cl)noc4C)CC3)n2)cc1
    -8, 4, -10
> O=C1NCC2(CCCN(C(=O)c3cc4c([nH]c3=O)CCCC4)CC2)O1 (configuration not stated)
    -17, 15, -5
> Cc1ccc(S(=O)(=O)N2CCC(C(NC(=O)c3cccc(C)c3)C(=O)N3CCOCC3)CC2)cc1 (configuration not stated)
    -3, -3, -5
> CO[C@H]1C=CO[C@@]2(C)Oc3c(C)c(O)c4c(O)c(c5c(c4c3C2=O)NC2(CCN(CC(C)C)CC2)N=5)=NC(=O)/C(C)=C\C=C/[C@H](C)[C@H](O)[C@@H](C)[C@@H](O)[C@@H](C)[C@H](OC(C)=O)[C@@H]1C
    nt, -3, -11
> O=C(O)c1cc(O)c(O)c(O)c1
    nt, 3, 37
> CNCC1COc2ccccc2O1 (configuration not stated)
    nt, 3, 4
> c1cnn(CCC2CCCCN2c2nc3nonc3nc2N2CCOCC2)c1 (configuration not stated)
    nt, 7, -2
> CCc1c(C(=O)NC(C)C)c(C2CC2)nn1C
    -1, nt, 1
> CN1C(=O)[C@H](OC(N)=O)[C@@H](C(=O)Nc2ccccc2)C12CCN(C(=O)Cc1ccccc1)CC2
    -1, 6, 2
> CCOC(=O)CCC(=O)N[C@H](Cc1ccccc1)C(=O)N1CCC(C(=O)NCc2cccc(OC)c2)CC1
    -6, 32, -3
> CC(C)S(=O)(=O)N1CCC2(CC1)CC(N1CCN(c3ccccn3)CC1)CCO2 (configuration not stated)
    -5, nt, -10
> CC(NC(=O)c1cn[nH]n1)c1ccc(-c2cccnc2)cc1 (configuration not stated)
    nt, 9, -8
> Cc1ccoc1C(=O)N1CCCCC1CNS(C)(=O)=O (configuration not stated)
    nt, 8&3, -5&0
> COc1cc(NCCNC(=O)c2ccncc2)ncn1
    nt, 7, -1
> Cc1noc(C)c1CCNC(=O)CC1CCN(C(=O)NC2CCCCC2)CC1
    -4, nt, -9
> Cc1ccc(CN(CCc2ccccc2)C(=O)CN(Cc2cccc(Cl)c2)CC2CCCO2)o1 (configuration not stated)
    -2, 8, -1
> CC(=O)N1CCN(CC(=O)N2N=C(c3cccc(C)c3)CC2c2ccccc2F)CC1 (configuration not stated)
    0, -9, -1
> Cc1cccn2c(=O)nc(SCC(=O)NC(C)(C)C)nc12
    nt, 10, -14
> Cc1nnc(NCCO)[nH]c1=O
    nt, 9, -4
> COc1cccc(-c2cc(-c3ccc(C(=O)NCCc4ccc(OC)c(OC)c4)cc3)[nH]n2)c1
    -5, nt, -2
> CN(C)S(=O)(=O)NCc1ccc2c(c1)OCO2
    nt, 10, -8
> O=S1(=O)N=C(Nc2cccc(F)c2)c2ccccc21
    -4, -3, -6
> O=C(CN1CCC(c2ccccc2)C1)N1CCn2cncc2C1 (configuration not stated)
    nt, -2, 0
> Cc1cc(C)n(CC(=O)NC2CCCCCCC2)n1
    nt, 3, -7
> CN1CC2(CCN(C(=O)c3cnc(Nc4ccccc4)nc3)C2)OC1=O (configuration not stated)
    nt, -3, -4
> CCOCCCN(CC(=O)N1CCc2sccc2C1c1ccccc1)C(=O)COc1ccccc1 (configuration not stated)
    -3, 19, -9
> Cc1ccc(-n2ncc3c2CC(C)(C)CC3NC(=O)/C=C/C(C)C)cc1 (configuration not stated)
    -1, -19, 7
> COCC(=O)N1CCCN(Cc2cc3cc(OC)ccc3[nH]c2=O)CC1
    -17, 2, -2
> CC(=O)Nc1ccc(C(=O)NCc2nnc3n2CCCCC3)cc1
    nt, -6, -2
> O=C1c2ccccc2C(=O)N1CN1CCOCC1
    nt, 3, -8
> O=C(COC(=O)C1CC(=O)N(Cc2ccccc2)C1)c1ccc(Br)cc1 (configuration not stated)
    nt, 1, 3
> C=CCn1c(SCc2ccc(C(=O)c3ccccc3)cc2)nnc1-c1cc(-c2ccccc2)nc2ccccc12
    -4, 2, 0
> Cc1ccccc1CCCN1CCN(CC#N)CC1
    nt, -2, -10
> COc1ccccc1-c1cn2c(C(=O)N3CCN(C)C(=O)[C@@H]3C)csc2n1
    nt, 4, 4
> Cc1ccc(-c2nc(C3CCN(Cc4nc[nH]c4C)CC3)cc(=O)[nH]2)cn1
    -11, 14, -9
> Cc1nn(-c2nc(C)c(C)c(=O)[nH]2)c(C)c1CCC(=O)Nc1ccon1
    nt, 10, -9
> CCN1CCN(CCNC(=O)CN2CCCc3nc(C4CC4)ncc3C2=O)CC1
    -4, nt, 0
> NC(=O)CC1SC(=O)N=C1N (configuration not stated)
    nt, 4, 2
> CCC1SC(=NN=Cc2ccco2)NC1=O (configuration not stated)
    nt, -25, -1
> COCc1ccc(CN2CCC(C(=O)Nc3ccc(-c4cc5ccccc5[nH]4)cc3)CC2)o1
    -2, nt, 3
> COc1ccc(NC(=O)Nc2ccc(-n3nc(OCc4ccc(F)cc4)nc3-c3ccc(C(F)(F)F)cc3)cc2)cc1
    -4, 11, -7
> CCCC(CCC)C(=O)O
    -10&-7&-2, -4&-2&-2&-7&-2, -3&-3&0&-11&1&-3
> CCOc1ccc(C(C2Sc3nc(C)nn3C2=O)N2CCN(c3ccc(OC)cc3)CC2)cc1 (configuration not stated)
    -9, -6, -6

# A draw from above in order of SMILES length, smallest number first.
# Order of values – mcGAS lum, NPYLR7 agonist, hcGAS lum
> CCCC(CCC)C(=O)O
    -10&-7&-2, -4&-2&-2&-7&-2, -3&-3&0&-11&1&-3
> CCC1SC(=NN=Cc2ccco2)NC1=O (configuration not stated)
    nt, -25, -1
> Cc1ccccc1CCCN1CCN(CC#N)CC1
    nt, -2, -10
> O=C1c2ccccc2C(=O)N1CN1CCOCC1
    nt, 3, -8
> CC(=O)Nc1ccc(C(=O)NCc2nnc3n2CCCCC3)cc1
    nt, -6, -2
> CCN1CCN(CCNC(=O)CN2CCCc3nc(C4CC4)ncc3C2=O)CC1
    -4, nt, 0
> Cc1nn(-c2nc(C)c(C)c(=O)[nH]2)c(C)c1CCC(=O)Nc1ccon1
    nt, 10, -9
> Cc1ccc(-c2nc(C3CCN(Cc4nc[nH]c4C)CC3)cc(=O)[nH]2)cn1
    -11, 14, -9
> CCOc1ccc(C(C2Sc3nc(C)nn3C2=O)N2CCN(c3ccc(OC)cc3)CC2)cc1 (configuration not stated)
    -9, -6, -6
> COCc1ccc(CN2CCC(C(=O)Nc3ccc(-c4cc5ccccc5[nH]4)cc3)CC2)o1
    -2, nt, 3
> C=CCn1c(SCc2ccc(C(=O)c3ccccc3)cc2)nnc1-c1cc(-c2ccccc2)nc2ccccc12
    -4, 2, 0
> COc1ccc(NC(=O)Nc2ccc(-n3nc(OCc4ccc(F)cc4)nc3-c3ccc(C(F)(F)F)cc3)cc2)cc1
    -4, 11, -7

# More structures follow:
# Order of values – mcGAS lum, NPYLR7 agonist, hcGAS lum
> CCc1nnc(NC(=O)CC(=O)Nc2ccccc2C(=O)O)s1
    2, 19, 9
> Clc1cc(Cl)c2nc(Cl)sc2c1
    -3, 3, -1
> CCOC(=O)C1(C/C=C/c2ccccc2)CCCN(C(=O)c2c(CC)noc2C)C1 (configuration not stated)
    nt, 3, -7
> COc1ccc(-c2noc(C3CCN(C(=O)c4c(-c5ccccc5)noc4C)CC3)n2)cc1
    -4, 3, 0
> O=c1ccc(-c2ccc(Cl)cc2)nn1CCNS(=O)(=O)c1ccc(Oc2ccccc2)cc1
    5, -2, -2
> CCCC(=O)N1CCN(c2ncnc3c2nnn3Cc2ccccc2)CC1
    -9, -6, -5
> COc1ccc(CN(CCN2CCOCC2)CC(O)COCC(C)C)cc1 (configuration not stated)
    -3, 21, 0
> O=[n+]1c2c(n([O-])c3c1CCC3)CCCC2
    -5, -1, 0
> Cc1ccc2c(C)c(CCC(=O)NCCOc3ccccc3)c(=O)oc2c1
    nt, 11, -9
> CC(=O)N1CCc2c(sc(NC(=O)C3=COCCO3)c2-c2nc3ccccc3s2)C1
    nt, 3, -4
> Fc1cccc2sc(Cl)nc12
    -2, -25, 3
> O=C(N/N=C\c1ccc[nH]1)C1CC1c1ccccc1 (configuration not stated)
    -7, -7, -6
> CCCN(CCC)C(=O)c1cc(-c2ccccc2)nc2cc(C(C)(C)C)nn12
    -7, 7, -8
> CNc1cccc(-c2ccc(C(C)=O)s2)n1
    nt, 3, -5
> CCc1ccc(C(=O)Nc2nc(-c3cccc(Cl)c3)cs2)o1
    nt, 8, -4
> O=C(NCCc1cscn1)c1ccccc1OC1CCN(C(=O)c2cccnc2)CC1
    nt, 1, -1
> CCC(CO)N(Cc1ccc(C)s1)C(=O)c1ccc(C)[nH]c1=O (configuration not stated)
    -8, 1, -6
> CCCn1c(=O)c2[nH]c(-c3ccc(OCC(=O)Nc4ccc(C#N)cc4)cc3)nc2n(CCC)c1=O
    0, -2, 1
> Cn1nnnc1NCc1ccc(-c2ccccc2)o1
    -7, -2, -4
> CCS(=O)(=O)Nc1cccc(-c2ccc3nnc(-c4cccnc4)n3n2)c1
    -6, -13, -5
> CCCCOc1ccc(/C=C/c2[nH]c(=O)[nH]c(=O)c2[N+](=O)[O-])cc1OC
    nt, -3, 4
> COC(=O)CN1CCC(NC(=O)c2ccc3c(c2)CC(C)O3)CC1 (configuration not stated)
    nt, 11, -7
> CC(C)CN1CCC1(C)C(=O)Nc1cccc(C#N)c1 (configuration not stated)
    -7, 4, -17
> CCn1cc(CN(Cc2ccnc3ccccc23)CC(C)C)cn1
    -6, 1, -4
> O=C(c1ccc(F)c(F)c1)N1CCN(C(c2ccccc2)c2ccc(Br)cc2)CC1 (configuration not stated)
    -8, -2, -6
> Cc1cc(C)c2c3c([nH]c2c1)CCC(NC(=O)CCc1ccc2c(c1)OCO2)C3 (configuration not stated)
    2, 14, 4
> O=C(c1ccco1)N1CCN(S(=O)(=O)c2cccc(F)c2)CC1
    -7, -1, -2
> CCOc1cccc(C2c3c(oc4ccc(C)cc4c3=O)C(=O)N2c2nccs2)c1 (configuration not stated)
    nt, 7, -3
> CC(C)CCn1c(CN(C)CC2CCCCO2)cnc1S(=O)(=O)C(C)C (configuration not stated)
    nt, 18, -8
> CC1CCN(C(=O)c2cc(NC(=O)COc3ccc(Cl)cc3)c(=O)n(C)c2)CC1
    -8, -2, -7
> NC(=O)c1ccc(N2CCCC2)c(NC(=O)Cc2cc(Cl)c3c(c2)OCCO3)c1
    nt, -2, 3
> Cn1c(-c2ccc(C=O)o2)nc2c3ccccc3c3ccccc3c21
    -6, -5, -4
> Cc1ccc(C(=O)NC(C(=O)N2CCCCC2C)C2CCN(C(=O)Nc3cccc(Cl)c3)CC2)cc1 (configuration not stated)
    -7, 5, -4
> CC(=O)N1CCc2c(nc(C)nc2NCCCn2ccc3ccccc32)C1
    -14, 6, -10
> O=C(CCNCC1OCCc2ccccc21)Nc1cccnc1 (configuration not stated)
    nt, 1, -3
> COc1ccccc1C(CC(=O)NC1CCN(Cc2ccccc2)CC1)c1cn(C)c2ccccc12 (configuration not stated)
    -3, 11, -3
> CCCCCCNC(=O)c1cc(-c2ccc(OC)cc2OC)nn1-c1ccc(Cl)cc1
    -5, 17, -3
> C=CCCC(O)CN(CCN1CCOCC1)Cc1nc2scc(-c3ccc(C)cc3C)c2c(=O)[nH]1 (configuration not stated)
    -2, -6, 0
> COc1ccc(N2CN=C3SCC(=O)N3C2)cc1
    -6, 2&-3, -7&-12
> COc1ccc(-c2nc(-c3cccc(C(F)(F)F)c3)no2)c(OC)c1
    -4, 1, -3
> COc1ccc(CNC(=O)c2ccc(=O)n(C)c2)cc1C
    -7, 11, -9
